LMP1 NFkB inh = Epstein-Barr LMP1 NF-kappaB reporter inhibition; LMP1-induced NF-kappaB luciferase reporter cells, luminescence; AID 504558; 350,000 tested, 0.69% active; inhibition, % at 12.5 µM; in the data active means inhibition above about 41%;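 further: 0% = neutral control wells and 100% = reference inhibitor control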
Peg3 promoter = reduces Peg3 promoter-driven luciferase expression in HeLa; 360,000 tested, 1.7% active; HeLa PEG-Prom luciferase reporter, luminescence, overnight; inhibition, % at 20 µM;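 active means inhibition of at least 50% at 20 µM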
NR2E3 ag-1 = activates human NR2E3 receptor; inhibition of corepressor binding, % at 3.98 µM; CHO-S Gal4-NCOR/VP16-NR2E3 two-hybrid, luciferase; AID 602229; 360,000 tested, 0.35% active; Q9Y5X4;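 active means inhibition above the mean of all tested compounds plus 3 SD, cut at about 70% in these data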;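 further: 0% = DMSO with NR2E3 transfected cells and 100% = cells lacking NR2E3 construct; higher means lower luciferase signal from less NR2E3 corepressor binding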
Target sequence (Q9Y5X4 whole entry, looked up, the tested form may be a part): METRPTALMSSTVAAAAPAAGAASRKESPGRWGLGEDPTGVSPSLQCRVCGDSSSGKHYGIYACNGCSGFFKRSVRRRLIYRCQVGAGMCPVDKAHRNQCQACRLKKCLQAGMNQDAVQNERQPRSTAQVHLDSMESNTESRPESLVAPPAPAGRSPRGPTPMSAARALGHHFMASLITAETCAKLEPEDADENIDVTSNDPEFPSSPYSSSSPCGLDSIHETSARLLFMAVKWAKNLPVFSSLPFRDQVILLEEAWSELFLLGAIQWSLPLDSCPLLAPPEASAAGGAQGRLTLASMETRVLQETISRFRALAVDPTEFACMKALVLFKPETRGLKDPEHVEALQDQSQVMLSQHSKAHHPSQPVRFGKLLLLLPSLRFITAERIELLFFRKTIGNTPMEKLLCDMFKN
HIF-2a block = inhibitors of HIF-2a; 786-0 RCC cells HIF-2a reporter, luciferase luminescence, overnight; inhibition, % at 18.8 µM; 360,000 tested, 0.72% active;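 active means inhibition of the luminescence signal of 40% or more relative to plate controls, in a single-dose primary screen at 18.75 µM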
TRPM1 prom inh = inhibitors of MITF-driven TRPM1 promoter in melanoma cells; SK-MEL-5 TRPM1 promoter luciferase, 24 h; 330,000 tested, 0.83% active; inhibition, % at 12.5 µM; AID 488899;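 active means mean inhibition across replicates of 60% or more, whatever share of single replicates reaches that level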; further: values of inactives mirror those of a sister screen read the other way
iPSC survival up = hiPSC single-cell survival enhancement; ATPlite luminescence; 100% = ROCK inhibitor wells, 0% = DMSO; 360,000 tested, 0.044% active; survival enhancement, % at 20 µM; in the data active means survival enhancement above about 18%;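 further: cells exposed to compounds for 16 hours before the ATP read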
CF NFkB inh = inhibitors of cystic fibrosis induced NF-kB | KKLEB NF-kB-GFP reporter, PAF-induced, GFP fluorescence overnight | AID 588850 | 360,000 tested, 0.86% active | inhibition, % at 5 µM;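 active means at least 50% inhibition at 5 µM, scaled per plate between neutral and stimulator controls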;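 further: PAF is a Pseudomonas aeruginosa culture filtrate used as stimulus; plate controls were PAF-stimulated DMSO wells for no effect and unstimulated DMSO wells for full effect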
Shn3 3UTR inh = inhibitors of Schnurri-3 3'UTR reporter in osteoblasts | Clone20 osteoblast Shn3 3'UTR firefly luciferase, 24 h | inhibition, % at 12.5 µM | 360,000 tested, 0.52% active | AID 588674;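 active means mean inhibition of at least 75% with every replicate also reaching 75%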;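 further: 0% = median of neutral control wells and 100% = pilot-screen positive control compound; some compounds past the cut are filed as inactive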
KKLEB cytotox = CF airway cell cytotoxicity counter-screen; KKLEB CF airway cells viability, ATPlite luminescence, overnight; active compounds read low; cells stimulated with P. aeruginosa culture filtrate; activity change (cytotoxicity), % at 5 µM; 360,000 tested, 0.36% active;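 active means corrected activity change at or below -50% at 5 µM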
NR2E3 ag-2 = activates human photoreceptor nuclear receptor NR2E3 | Q9Y5X4 | AID 2300 | GST-NR2E3/biotin-RetCOR TR-FRET, 1536-well | inhibition of corepressor binding, % at 4.78 µM | 320,000 tested, 0.12% active;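 active means percent inhibition above the cutoff of mean plus 3 SD of all tested compounds, set per screening campaign, cut at about 20% in these data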;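 further: 0% = DMSO wells and 100% = biotin wells as full block of FRET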
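system = GST-tagged NR2E3 plus biotinylated RetCOR corepressor | input = 1.35 nM GST-NR2E3 | also added = 7 nM biotin-RetCOR | schedule = 5 h incubation at 4 °C | measured by = TR-FRET with europium anti-GST and streptavidin-D2, 340 nm excitation | read-out = percent loss of FRET ratio relative to control wells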
C8 TRAIL sens = caspase-8 TRAIL sensitization; inhibition (viability loss, TRAIL sensitization), % at 10 µM; 360,000 tested, 1% active; NB7+C8 cells + TRAIL, ATPlite viability luminescence;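 active means compounds causing at least 50% loss of cell viability in the single-dose screen, relative to plate controls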
* hit, by the source's call; · = not tested or not shown. Not all compounds are listed; rates above refer to the full screens.

1: COc1ccc(-c2csc(/N=C/N(C)C)n2)cc1OC
2: C=CCN1C(c2ccc(Br)cc2)=CS/C1=C(\C#N)c1nnc(N2CCOCC2)n1-c1ccccc1
3: O=C(NCCN1CCCC1)C1CCC(=O)N(CCCN2CCOCC2)C1 (configuration not stated)
4: O=S(=O)(N/N=C/c1cn(Cc2ccccc2)c2ccccc12)c1ccccc1
5: CCCc1c(O)nc(SC2CC(=O)N(c3ccc(OC)cc3)C2=O)[nH]c1=O (configuration not stated)
6: CCCN1C2CCCC1CC(NC(=S)Nc1cc(C)cc(C)c1)C2 (configuration not stated)

Screen / compound no.	1	2	3	4	5	6
HIF-2a block	-129	1	9	-138	9	14
Shn3 3UTR inh	-21	0	10	-5	12	-1
KKLEB cytotox	10	2	-18	4	-1	4
LMP1 NFkB inh	-4	3	-5	-11	-4	4
C8 TRAIL sens	-4	19	1	-13	-7	1
iPSC survival up	-1.0	0.6	-0.5	3.8	-0.6	-0.3
NR2E3 ag-1	-24	-37	-17	-26	-1	2
CF NFkB inh	6	-7	-8	-31	6	-10
NR2E3 ag-2	0	·	4	-3	-1	-1
TRPM1 prom inh	-42	8	4	-15	4	1
Peg3 promoter	-68	22	20	-33	0	8

7: Cc1ccc(-c2cc3c(n2-c2ccc(C(=O)O)cc2)CCCC3=O)cc1
8: COc1ccc(CCN(C)CCC(=O)Nc2cc(C)ccc2C)cc1OC
9: CC(C)Oc1cccc(C(=O)C2CCCN(C(=O)c3csnn3)C2)c1 (configuration not stated)
10: CC(C)CCNC(=O)c1cn(C)c2ccc(S(=O)(=O)N3CCCC3)cc2c1=O
11: Nc1nc(SCC(=O)NCCCN2CCOCC2)nc2sc3c(c12)CCC3
12: O=C(COc1ccccc1C(=O)O)NC1CCCc2ccccc21 (configuration not stated)

Screen / compound no.	7	8	9	10	11	12
HIF-2a block	-89	3	-3	3	18	8
Shn3 3UTR inh	-6	12	-3	-1	8	11
KKLEB cytotox	-2	-9	-6	-9	8	-5
LMP1 NFkB inh	6	1	-5	-1	-3	3
C8 TRAIL sens	-2	-3	-5	-23	-2	6
iPSC survival up	0.2	-2.3	0.5	-0.5	0.5	0.7
NR2E3 ag-1	-24	11	-11	-14	9	8
CF NFkB inh	-20	9	10	-9	-21	5
NR2E3 ag-2	0	-3	3	0	0	-5
TRPM1 prom inh	-18	-5	10	-2	9	3
Peg3 promoter	-38	17	-6	8	14	2

13: CC1CCN(CCc2nc3cc(NC(=O)COc4ccccc4)ccc3n2C)CC1
14: Cc1c(C)c2ccc(OCC(=O)N3CCN(C(=O)C4COc5ccccc5O4)CC3)cc2oc1=O (configuration not stated)
15: O=C(N1CCOCC1)N1CCN(c2nc(-c3ccccc3)cs2)CC1
16: COCCSc1ccccc1C(=O)Nc1ccc2c(c1)OCO2
17: COc1ccc(/C=N/NC(=O)C2c3ccccc3Oc3ccccc32)c(OC)c1
18: COc1ccc(N2C(=O)C3CCCN3C2c2ccc(C)cc2)cc1Cl (configuration not stated)

Screen / compound no.	13	14	15	16	17	18
HIF-2a block	-13	2	-196	6	12	-2
Shn3 3UTR inh	6	12	-31	-15	13	-15
KKLEB cytotox	6	16	-8	5	-13	-24
LMP1 NFkB inh	11	8	4	-8	4	1
C8 TRAIL sens	-10	11	-16	-1	6	13
iPSC survival up	0.3	1.8	-1.7	3.6	-1.7	4.3
NR2E3 ag-1	-4	-24	-51	-2	-12	-6
CF NFkB inh	10	-31	-13	13	-5	3
NR2E3 ag-2	0	0	·	1	0	3
TRPM1 prom inh	-10	3	-14	8	10	-2
Peg3 promoter	-42	-3	-75	-4	26	-4

19: CCc1nc2c(OCc3cccc(OC)c3)cccn2c1N(C)C(=O)c1ccccc1F
20: Cc1nn(Cc2ccc(Cl)cc2Cl)c(C)c1NC(=O)c1nc2n(n1)C(C(F)F)CC(C)N2 (configuration not stated)
21: CC(=O)c1ccc(N2CCN(C(=O)CCS(=O)(=O)c3ccc(C)cc3)CC2)cc1
22: Cc1cccc(C)c1NC(=S)N1CCC(c2ccccc2)C1 (configuration not stated)
23: CC(=O)c1cccc(NC(=S)NC(=O)c2ccccc2Cl)c1
24: C[C@H]1CN([C@@H](C)CO)S(=O)(=O)c2ccc(Br)cc2O[C@@H]1CN(C)C(=O)Cc1cccnc1

Screen / compound no.	19	20	21	22	23	24
HIF-2a block	16	10	0	25	-37	7
Shn3 3UTR inh	2	1	-7	-9	-9	9
KKLEB cytotox	4	-29	13	-1	-5	11
LMP1 NFkB inh	·	-7	-7	4	-1	3
C8 TRAIL sens	10	-7	2	-6	-5	-18
iPSC survival up	-0.2	-0.9	-0.6	-0.5	3.1	-2.1
NR2E3 ag-1	-3	6	-9	-35	-10	-21
CF NFkB inh	-10	8	-11	13	6	-5
NR2E3 ag-2	·	·	2	2	5	·
TRPM1 prom inh	·	4	0	4	3	·
Peg3 promoter	25	13	-9	8	-41	22

25: COc1cccc(CNC(=O)c2nnn(CC(=O)Nc3ccc4c(c3)OCO4)c2N)c1
26: COc1c(/C=N/NC(=O)c2ccncc2)c(CCN(C)C(C)=O)cc2c1OCO2
27: CCOC(=O)CSc1nnc(-c2ccc(S(=O)(=O)N3CCC(C)CC3)cc2)o1
28: COc1cc(NC(=O)N2CCNC2=O)cc(C(=O)Nc2cccc(C(F)(F)F)c2)c1
29: Nc1ccccc1N1CCOCC1
30: O=C(C[n+]1ccc2c(c1)nnn2-c1ccccc1)c1ccc(Cl)cc1

Screen / compound no.	25	26	27	28	29	30
HIF-2a block	13	19	5	1	8	-15
Shn3 3UTR inh	·	-15	-6	9	-10	-3
KKLEB cytotox	7	10	0	-3	-43	-13
LMP1 NFkB inh	4	6	-1	15	-10	·
C8 TRAIL sens	-9	-20	-1	17	-14	0
iPSC survival up	-0.2	0.3	-0.3	-2.0	-0.2	-0.5
NR2E3 ag-1	-13	-29	15	-18	-35	-8
CF NFkB inh	0	2	-2	18	6	-1
NR2E3 ag-2	0	2	0	1	6	7
TRPM1 prom inh	3	-8	11	10	7	·
Peg3 promoter	3	2	17	-12	11	-3

31: CCOC(=O)Cc1csc(NC(=O)c2cc3c(s2)CCCC3)n1
32: c1cncc(-c2nc(-c3ccc4c(c3)OCCO4)cs2)c1
33: CC1(C)C2CCC13CS(=O)(=O)NC3C2 (configuration not stated)
34: Cc1ccc(-n2c(O)c(/C=N/c3ncn[nH]3)c3ccccc3c2=O)cc1
35: COc1cccc(CNC(=O)c2c[nH]n3c(=O)c(Cl)c(C)nc23)c1
36: Cc1cccc(N2CCN(S(=O)(=O)c3ccc(S(=O)(=O)N4CCCC4)cc3)CC2)c1C

Screen / compound no.	31	32	33	34	35	36
HIF-2a block	-31	-247	15	15	17	10
Shn3 3UTR inh	15	-28	-15	-9	2	-33
KKLEB cytotox	4	-21	3	14	11	7
LMP1 NFkB inh	1	-12	-18	12	-3	-9
C8 TRAIL sens	54*	38	-12	-8	-7	3
iPSC survival up	-3.2	-0.7	4.5	2.0	0.6	2.2
NR2E3 ag-1	-46	-76	-23	-14	-24	-28
CF NFkB inh	11	-5	-7	2	-9	-4
NR2E3 ag-2	-1	2	3	2	1	4
TRPM1 prom inh	-20	-15	-1	12	-16	1
Peg3 promoter	-139	-263	2	33	-1	-6

Profiles from above. Values in the order: HIF-2a block, Shn3 3UTR inh, KKLEB cytotox, LMP1 NFkB inh, C8 TRAIL sens, iPSC survival up, NR2E3 ag-1, CF NFkB inh, NR2E3 ag-2, TRPM1 prom inh, Peg3 promoter
Record of `Cc1ccc(-n2c(O)c(/C=N/c3ncn[nH]3)c3ccccc3c2=O)cc1` = 15, -9, 14, 12, -8, 2.0, -14, 2, 2, 12, 33
Record of `c1cncc(-c2nc(-c3ccc4c(c3)OCCO4)cs2)c1` = -247, -28, -21, -12, 38, -0.7, -76, -5, 2, -15, -263
Record of `Cc1cccc(N2CCN(S(=O)(=O)c3ccc(S(=O)(=O)N4CCCC4)cc3)CC2)c1C` = 10, -33, 7, -9, 3, 2.2, -28, -4, 4, 1, -6
Record of `CC1(C)C2CCC13CS(=O)(=O)NC3C2` (configuration not stated) = 15, -15, 3, -18, -12, 4.5, -23, -7, 3, -1, 2

More compounds:
37: Cc1cc(C)n2nc(SCC(=O)N/N=C/c3cccc(Br)c3)nc2n1
38: Cc1ccc(S(=O)(=O)Cc2sc3ccccc3[n+]2C)cc1
39: Fc1ccc(/C=C/c2nnc(-c3cccs3)o2)cc1
40: C/C(=N\NC(=O)c1cccc(S(=O)(=O)N2CCCC2)c1)c1ccncc1
41: O=c1[nH]c2cc3c(cc2cc1CN(Cc1ccc2c(c1)OCO2)Cc1nnnn1CC1CCCO1)OCO3 (configuration not stated)
42: O=S(=O)(Nc1ccccc1Cl)c1ccc(NS(=O)(=O)c2cccs2)cc1

Screen / compound no.	37	38	39	40	41	42
HIF-2a block	7	-37	-279	11	5	6
Shn3 3UTR inh	13	-1	-104	-8	27	8
KKLEB cytotox	9	-9	-27	7	12	6
LMP1 NFkB inh	-8	-4	-29	4	14	-12
C8 TRAIL sens	-22	-6	20	1	-16	-4
iPSC survival up	-1.5	-1.0	-2.8	0.8	1.6	-0.6
NR2E3 ag-1	-24	-30	-174	-2	-3	-13
CF NFkB inh	-4	0	-17	-7	-27	7
NR2E3 ag-2	0	-2	1	1	1	3
TRPM1 prom inh	11	-8	-63	·	8	7
Peg3 promoter	7	-13	-248	-9	16	17

43: Cc1cccc(S(=O)(=O)Nc2ccncc2)c1
44: Cc1ccc(C)c(OCCC(=O)OCc2csc(CC(=O)Nc3ccccc3C)n2)c1
45: CC(COc1ccccc1)OC(=O)Nc1ccccc1 (configuration not stated)
46: CC(C)c1cc(C(=O)Nc2ccc3c(c2)OCO3)no1

Screen / compound no.	43	44	45	46
HIF-2a block	6	4	-156	-167
Shn3 3UTR inh	0	-9	-3	-55
KKLEB cytotox	-6	-3	-3	0
LMP1 NFkB inh	-5	4	-4	-19
C8 TRAIL sens	-6	-3	14	26
iPSC survival up	-0.3	-0.5	-2.6	-3.5
NR2E3 ag-1	-19	3	-35	-163
CF NFkB inh	-4	13	-12	-36
NR2E3 ag-2	2	·	·	2
TRPM1 prom inh	2	4	-14	-9
Peg3 promoter	-2	14	-129	-285

Screening data deposited in PubChem BioAssay by several laboratories.
